E coli Lon inh: inhibits E. coli Lon protease; P0A9M0; purified E. coli Lon protease, fluorescence polarization; inhibition, % at 7.94 µM; 360,000 compounds, 0.42% hits; in the data active means inhibition above about 13%, passing the limit was not always enough;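 further: 0% = enzyme with probe and DMSO and 100% = no enzyme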
CSN inh: CSN deneddylation inhibition | inhibition, % at 12.5 µM | 360,000 compounds, 0.38% hits | Purified CSN, SCF-Nedd8-OG deneddylation, fluorescence polarization;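 active means pattern-corrected inhibition above about 35%, with an unprinted fluorescence ratio check between 0.5 and 1.5, limit read from the data, passing the limit was not always enough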;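 further: 0% = enzyme with substrate and 100% = substrate without enzyme; some results filed as inactive read as strong as hits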
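Test system: Human Csn5 produced in HEK293T cells | Compound: 12.5 µM single point | Times: 90 min, room temperature | Signal: Fluorescence polarization readout | Read-out basis: % inhibition of substrate cleavage by Csn5 | Controls: no-enzyme wells high, enzyme-with-substrate wells low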
Rpn11 block: blocks the human proteasome subunit Rpn11; O00487; human 26S proteasome, Ub4-pepOG fluorescence polarization; 20S core pre-blocked with epoxomicin; calls only at 20 µM; 360,000 compounds, 0.59% hits; AID 588493;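 active means inhibition at 20 µM, scaled to each plate's controls, above about 33%, limit read from the data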
MsrA inh: inhibits bovine methionine sulfoxide reductase A; purified bovine MsrA, absorbance read-out; inhibition, % at 15.5 µM; 360,000 compounds, 0.75% hits; AID 651718; in the data active means inhibition above about 4.5%;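 further: 0% = vehicle wells with enzyme and 100% = reference inhibitor wells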
PABP1 MLLE inh: inhibitors of microRNA-mediated deadenylation, human PABP1 MLLE binding. GST-MLLE / FITC-PAM2 fluorescence polarization. AID 588489. 360,000 compounds, 0.36% hits. inhibition, % at 20 µM. P11940; in the data active means inhibition above about 35%, passing the limit was not always enough;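 further: plate controls were DMSO wells with GST-MLLE for no effect and wells lacking GST-MLLE protein for full effect; some results filed as inactive read as strong as hits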
FAS-TE inh: blocks the thioesterase domain of human fatty acid synthase; recombinant FAS-TE, OMFH fluorogenic substrate, fluorescence endpoint; inhibition, % at 15 µM; 360,000 compounds, 0.67% hits; AID 602261;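 active means compounds whose normalised, plate-corrected inhibition of enzyme fluorescence in the single-dose primary screen is 50% or more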;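 further: 0% = DMSO with enzyme and 100% = substrate without enzyme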
bovine MsrA act: activators of bovine methionine sulfoxide reductase A. 360,000 compounds, 0.3% hits. purified bovine MsrA, absorbance read-out. activation, % at 10.6 µM; in the data active means activation above about 7.5%;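 further: 0% = vehicle and 100% = reference activator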
MT1-MMP act inh: MT1-MMP (human) activation inhibition; 360,000 compounds, 0.061% hits; GFP/RFP ratio change, % at 20 µM; HT1080 RFP-PRO-GFP cells, GFP/RFP ratio fluorescence, overnight; percent of plate control window, DMSO zero;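 active means GFP/RFP ratio change of at least 30% with cell ATP level not reduced by more than half and red fluorescence within 50% of control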; further: strong numbers were not always called active
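Assay system: HT1080 RFP-PRO-GFP cells. Benchmarks: DMSO vehicle wells and RFP-L50D-GFP reporter cell wells. Times: overnight cell settling, then overnight compound exposure, 37 °C, 5% CO2. Compound: 20 µM single dose, 1% DMSO. Read-out basis: GFP/RFP fluorescence ratio.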
Rin1-Abl PPI inh: inhibitors of human Rin1-Abl protein interaction | P00519+Q13671 | TR-FRET Rin1/Abl binding, biochemical | inhibition, % at 7.35 µM | 360,000 compounds, 0.4% hits; in the data active means inhibition above about 5%, passing the limit was not always enough
An asterisk follows results filed as active; i = inactive; · = not tested or not shown.

SMILES | E coli Lon inh | CSN inh | Rpn11 block | MsrA inh | PABP1 MLLE inh | FAS-TE inh | bovine MsrA act | MT1-MMP act inh | Rin1-Abl PPI inh
S=C(NCCc1c[nH]c2ccccc12)NC1CCCCC1 | 5 | -10 | i | 0.9 | -80 | 2 | -2 | -1 | 2
CCN(CC)CC(O)COc1ccc2c(c1)OCO2 (configuration not stated) | -2 | 2 | i | -1.2 | -8 | -5 | -9 | 0 | 1
CCN(CC)c1ccc(/C=N/NC(=O)c2cc3ccccc3[nH]2)cc1 | 16* | -5 | i | 3.3 | -3 | 14 | -8 | 0 | -4
Cc1ccc(S(=O)(=O)NC(=O)COc2ccccc2C)cc1 | 1 | -5 | i | 0.2 | -11 | -2 | -4 | 1 | -2
CS(=O)(=O)N1CCN(C(=O)C2c3ccccc3Oc3ccccc32)CC1 | -2 | -1 | i | · | -8 | -5 | -3 | 1 | -3
CNc1nc(-c2ccc3c(c2)CCN3C(=O)c2cccc(F)c2)cs1 | -1 | 2 | i | 0.9 | 21 | 9 | -14 | -1 | -2
Cc1ccc(S(=O)(=O)N2CCN(C(=O)CN3C(=O)NC(C)(c4ccc5ccccc5c4)C3=O)CC2)cc1 (configuration not stated) | -5 | -4 | i | -1.2 | -4 | 25 | 2 | 0 | -2
O=C(NCC(c1ccco1)N1CCCC1)c1ccc(Cl)cc1 (configuration not stated) | -4 | 4 | i | 0.8 | 1 | -4 | -5 | 1 | 1
COc1ccccc1CNC(=O)COc1ccccc1OC | -2 | -1 | i | 0.5 | -8 | -1 | -1 | 1 | 0
CCN(c1ccc(OC)cc1)S(=O)(=O)c1cc(-c2cc(C)no2)ccc1C(C)C | -9 | 1 | i | 0.7 | -11 | 31 | 0 | -6 | -2
CCC(C)NC(=O)CSc1nc2cc(S(=O)(=O)N3CCOCC3)ccc2n1CC (configuration not stated) | 2 | 3 | i | 2.2 | -8 | -6 | -2 | 1 | 2
Nc1c(C(=O)CSc2nnc(-c3ccccc3F)o2)c(=O)[nH]c(=O)n1C1CC1 | -5 | 0 | i | 0.3 | -58 | -2 | -2 | 1 | 2
CS(=O)(=O)Nc1cccc(C2=NN(C(=O)c3cccc(F)c3)C(c3cccs3)C2)c1 (configuration not stated) | 1 | -1 | i | 1.0 | 9 | 8 | -5 | 2 | 1
Cc1ccc(-c2cc(-c3n[nH]c(=S)o3)c3ccccc3n2)cc1 | -12 | 6 | i | 0.1 | -34 | 7 | -5 | 1 | -4
CCN1C(=O)CC(N2CCC(Nc3ccc(OC)cc3)CC2)C1=O (configuration not stated) | -7 | 4 | i | -0.3 | -2 | -3 | -4 | -1 | 2
Cc1ccc(NC(=O)CSc2ncc(S(=O)(=O)c3ccccc3)c(=O)[nH]2)cc1C | 4 | 3 | i | -1.0 | -2 | -2 | -4 | 2 | 2
COCCn1c(C)cc(C(=O)COC(=O)C2CC(=O)N(CCc3ccc(OC)c(OC)c3)C2)c1C (configuration not stated) | 13 | -3 | i | -1.1 | 13 | -7 | 0 | -5 | 4
CCOc1cccc(-c2nnc3sc(COc4ccc(C)cc4)nn23)c1 | -4 | -1 | i | 2.1 | -19 | -4 | -4 | -2 | 0
Cc1nc2ccccc2n1CCc1nc2c3ccccc3nc(SCC(=O)NCc3ccco3)n2n1 | 2 | 5 | i | -0.7 | -30 | -1 | 1 | 2 | 2
CN(C)C1=NCCN1CCCCc1ccccc1 | -1 | 2 | i | -0.4 | -5 | -13 | -8 | 3 | -1
COc1cccc(N=C2SC(C(=O)Nc3ccccc3F)CC(=O)N2C)c1 (configuration not stated) | 4 | -2 | i | 1.1 | -6 | 2 | -5 | 4 | 2
O=C(NCCCN1CCOCC1)c1ccc(NS(=O)(=O)c2cccc([N+](=O)[O-])c2)cc1 | -7 | 4 | i | 0.9 | 3 | -4 | -3 | 0 | 2
COc1cc(/C=N/NC(=O)c2ccncc2)ccc1Oc1ccc([N+](=O)[O-])cn1 | -2 | 6 | i | -0.3 | 13 | -3 | -3 | 0 | 0
CCCc1c(-c2ccc(Cl)cc2)ncn1CCc1ccccc1OC | 14 | 0 | · | 1.2 | · | 24 | -5 | -8 | ·
CCc1cccc(OCCCCNCCCOC)c1 | 3 | 12 | i | -0.3 | 3 | -8 | -6 | 8 | 1
CCOC(=O)c1sc2nc(C)nc(N3CCN(c4ncccn4)CC3)c2c1C | 6 | 0 | i | -0.2 | 1 | 15 | -2 | -2 | -4
COc1ccc(OCC(=O)OC(C)CN2CCCCC2)cc1 (configuration not stated) | 0 | 3 | i | 0.5 | 3 | -6 | -2 | -1 | 1
CC(C)CNC1=CC(=O)CC(c2ccco2)C1 (configuration not stated) | 19 | 34 | i | -1.0 | 6 | -3 | -11 | 9 | 5.9*
Cc1c(NC(=O)c2ccccc2NC(=O)c2ccccc2)cccc1C(=O)O | -9 | -1 | i | 2.9 | 5 | -7 | -12 | 0 | -1
CCCCN1C(=O)C(CC(=O)NC(c2ccccc2)c2ccccc2)CC(C(=O)N2CCOCC2)=C1C (configuration not stated) | -6 | -7 | i | -1.3 | 5 | -6 | -1 | 2 | 1

Two compounds from above with just MT1-MMP act inh, CSN inh and PABP1 MLLE inh.
Structure	MT1-MMP act inh	CSN inh	PABP1 MLLE inh
Cc1c(NC(=O)c2ccccc2NC(=O)c2ccccc2)cccc1C(=O)O	0	-1	5
CCCCN1C(=O)C(CC(=O)NC(c2ccccc2)c2ccccc2)CC(C(=O)N2CCOCC2)=C1C (configuration not stated)	2	-7	5

In the list so far, 5 have an NH in an aromatic ring:
SMILES | E coli Lon inh | CSN inh | Rpn11 block | MsrA inh | PABP1 MLLE inh | FAS-TE inh | bovine MsrA act | MT1-MMP act inh | Rin1-Abl PPI inh
S=C(NCCc1c[nH]c2ccccc12)NC1CCCCC1 | 5 | -10 | i | 0.9 | -80 | 2 | -2 | -1 | 2
CCN(CC)c1ccc(/C=N/NC(=O)c2cc3ccccc3[nH]2)cc1 | 16* | -5 | i | 3.3 | -3 | 14 | -8 | 0 | -4
Nc1c(C(=O)CSc2nnc(-c3ccccc3F)o2)c(=O)[nH]c(=O)n1C1CC1 | -5 | 0 | i | 0.3 | -58 | -2 | -2 | 1 | 2
Cc1ccc(-c2cc(-c3n[nH]c(=S)o3)c3ccccc3n2)cc1 | -12 | 6 | i | 0.1 | -34 | 7 | -5 | 1 | -4
Cc1ccc(NC(=O)CSc2ncc(S(=O)(=O)c3ccccc3)c(=O)[nH]2)cc1C | 4 | 3 | i | -1.0 | -2 | -2 | -4 | 2 | 2

The list goes on.
SMILES | E coli Lon inh | CSN inh | Rpn11 block | MsrA inh | PABP1 MLLE inh | FAS-TE inh | bovine MsrA act | MT1-MMP act inh | Rin1-Abl PPI inh
CCc1[nH]nc2c1C(Cc1ccccc1)C(C#N)=C(N)O2 (configuration not stated) | 0 | 0 | i | 1.8 | 1 | -6 | -2 | 8 | 5
CC(C)=C1C2C=CC1C(C(=O)Nc1cccc(C)c1)C2C(=O)O (configuration not stated) | 0 | 4 | i | -0.4 | 9 | -6 | -2 | -8 | 0
Cc1cc(NC(=O)c2ccc(S(=O)(=O)N(C)C)cc2)no1 | 7 | 10 | i | 0.1 | 2 | -5 | 0 | 0 | 0
O=C(CSc1nnc(-c2ccncc2)n1Cc1ccco1)Nc1cccc(O)c1 | -3 | -6 | i | 0.6 | -5 | -2 | -3 | 1 | -3
COc1cccc(NC(=O)c2ccc3c(c2)C(=O)N(CC2CCCO2)C3=O)c1 (configuration not stated) | 2 | -3 | i | -0.4 | 4 | 1 | -2 | -2 | -4
Nc1nc2c(ncn2COC(CO)CO)c(=O)[nH]1 | 6 | 0 | i | 0.6 | 8 | -2 | -2 | -1 | 3
Cc1cc2oc(=O)cc(CN3CCOCC3)c2cc1C(C)C | -1 | 0 | i | 0.4 | 15 | 6 | -1 | -7 | 0
COCCNC(=O)C1CCCN(C(=O)c2ccc3sccc3c2)CC1 (configuration not stated) | -1 | 2 | i | 0.2 | -3 | -2 | -1 | 5 | 6
O=C(c1cccs1)N1CCCC(N2CCN(c3ccc(F)cc3)CC2)C1 (configuration not stated) | -3 | 2 | i | -0.1 | 2 | 1 | 6 | 3 | -2
O=C(NNc1c(F)c(F)cc(F)c1F)c1ccc(Cl)nc1 | -14 | 2 | i | 1.0 | -4 | -3 | -3 | -2 | 0

Rin1-Abl PPI inh, what is marked active above
SMILES	E coli Lon inh	CSN inh	Rpn11 block	MsrA inh	PABP1 MLLE inh	bovine MsrA act	MT1-MMP act inh	Rin1-Abl PPI inh
CC(C)CNC1=CC(=O)CC(c2ccco2)C1 (configuration not stated)	19	34	i	-1.0	6	-11	9	5.9*

Next section.
SMILES | E coli Lon inh | CSN inh | Rpn11 block | MsrA inh | PABP1 MLLE inh | FAS-TE inh | bovine MsrA act | MT1-MMP act inh | Rin1-Abl PPI inh
COc1ccccc1N(C)S(=O)(=O)c1ccc(C(=O)Nc2cc(F)ccc2C)cc1 | -4 | 0 | i | 0.8 | 0 | 22 | -1 | 3 | 2
O=C(Nc1ccc(Nc2ccccc2)cc1)c1ccc(Br)o1 | 0 | 2 | i | 3.3 | 7 | 26 | -7 | 12 | -1
C/C(=N\NC(=O)c1ccc(O)cc1)c1cccc(NC(=O)c2ccccc2C)c1 | -7 | -6 | i | -0.4 | 0 | -3 | 0 | -1 | 0
Clc1ccc(C2Nc3cccc4cccc(c34)N2)cc1 | 9 | 1 | i | -0.2 | 18 | 27 | -3 | -9 | 0
O=C(CCN1CCCCC1)c1ccc2c(c1)OCO2 | 0 | 1 | i | -1.0 | 23 | -8 | 0 | 2 | 2
O=C(OCCSCCOC(=O)C1CC=CCC1)C1CC=CCC1 (configuration not stated) | -12 | -7 | i | 1.3 | 6 | 16 | -11 | -1 | 3
CC1(C)CC2CC(C)(CN2C(=O)COc2cccc3ccccc23)C1 (configuration not stated) | 2 | -1 | i | 1.2 | 2 | 20 | -5 | -13 | -2
COc1ccc(OCCNC(=S)Nc2cccc3ccccc23)cc1 | 7 | -1 | i | -0.2 | 13 | 14 | 0 | 7 | -6
COCCNC(=O)c1ccc2c(c1)S(=O)(=O)c1cc(Cl)ccc1C2=O | -3 | 2 | i | -1.1 | 16 | -6 | -4 | 0 | 6
Cc1onc(-c2ccccc2)c1C(=O)N1CCN(C/C=C/c2ccccc2)CC1 | -2 | 4 | i | -0.3 | 11 | 2 | 0 | 0 | -3
CCc1noc(C)c1C(=O)N1CCN(S(=O)(=O)c2c(C)cc(C)cc2C)CC1 | 2 | -2 | i | -1.4 | 10 | 0 | -1 | 1 | 4
C=CCOc1ccc(C2NC(=S)NC(c3ccccc3)=C2C(C)=O)cc1OC (configuration not stated) | 1 | 3 | i | 0.9 | -119 | -8 | -8 | 2 | 3
NC(CSC(c1ccccc1)(c1ccccc1)c1cccc2ccccc12)C(=O)O (configuration not stated) | -10 | 6 | i | · | -9 | 12 | 0 | 3 | 5
CSCC[C@H](NC(=O)OC(C)(C)C)c1nnc(SCC(=O)N(C)C)o1 | -6 | 3 | i | -0.1 | 0 | -7 | -2 | -2 | 0

Bioassay records deposited in PubChem by several laboratories.
